BL2 CD40 inh – CD40 pathway inhibition in BL2 cells. 83,000 tested, 0.94% active. AID 1053188. BL2 NF-kB luciferase reporter, CD40L-induced, 4 h. inhibition, % at 10 µM;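 active means mean inhibition of at least 50% with a set share of replicates also reaching that level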;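 further: 0% = neutral control wells and 100% = IKK inhibitor VII at 50 µM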
* = called active by the depositor; [ ] = remark or other dose. The list is partial; count on the stated rates, not on these rows.

BL2 CD40 inh | canonical_smiles
16 | Cc1ccc(CNCC(=O)Nc2cccc(S(=O)(=O)NC3=NCCCCC3)c2)cc1
-4[25 µM] | CCCCC#Cc1nc(NC)c2ncn(C3OC(CO)C(O)C3O)c2n1 (stereo unspecified)
-8[25 µM] | COc1ccc2c3c(n(C)c2c1)[C@@H](CO)N(C(=O)Nc1c(C)noc1C)CC31CN(CC2CC2)C1
9 | O=C(COC(=O)CNC(=O)c1ccccc1)Nc1ccc2c(c1)OCO2
11 | O=S(=O)(NCCc1cn2ccccc2n1)c1ccc(-c2ccccc2)cc1
-13 | COc1ccccc1CNC(=O)COC(=O)c1ccccn1
13 | Cc1ccc2nsnc2c1N
-18 | COc1ccccc1NC(=O)c1ccc(NC(=O)CSc2nc(N)cc(=O)[nH]2)cc1
13 | O=C1CC(c2cccs2)Cc2nc(NC(=O)C3CC3)ncc21 (stereo unspecified)
-3 | O=C(CCNS(=O)(=O)c1ccccc1)N1CCC(Cc2ccccc2)CC1
7 | CNC(=O)Cn1ncc2c(C)n(Cc3ccc(C)cc3)c(C)c2c1=O
-4[25 µM] | CN(C)CC(=O)N1[C@@H](C#N)[C@@H](c2ccccc2-c2ccccc2F)[C@@H]1CO
6 | CC(C)(C)c1cc(CN(CCO)CCO)cc(C(C)(C)C)c1O
0 | O=C(c1cc2c(s1)CCCC2)N1CCN(C(=O)C2CCCO2)CC1 (stereo unspecified)
3 | CNC(=O)c1ccc2c(c1)nnn2C
-107 | Nc1c2c(nc3sc4c(c13)CCCCC4)CCCCC2
-104 | COc1cccc(Nc2nc3ccc(OC)cc3s2)c1
8 | COc1ccc2c(CC(=O)Nc3nnc(C4CC4)s3)coc2c1
5[25 µM] | COCCN(C[C@@H]1[C@@H](c2ccccc2)[C@H](CO)N1C(C)=O)C(=O)c1cccnc1
-147 | Oc1csc(Cc2nc(-c3ccc4ccccc4c3)cs2)n1
4 | CC1(C)Cc2cccc(OCC(=O)N3CCN(c4cccc(Cl)c4)CC3)c2O1
1 | CN(C(=O)Cn1nnc(-c2ccc(F)cc2)n1)C1CCS(=O)(=O)C1 (stereo unspecified)
-9[25 µM] | O=c1[nH]cnc2ccccc12
3 | O=S(=O)(N1CCCCC1)N1CCN(c2ccccc2F)CC1
-14[25 µM] | C[C@@H]1CN([C@H](C)CO)C(=O)c2cc(-c3cccc(C#N)c3)cnc2O[C@H]1CN(C)C(=O)C1CCCCC1
-7 | Cc1cc2nn(-c3cccc4ccccc34)nc2cc1NC(=O)c1cccs1
-20 | COc1ccc(NC(=S)NCCC2=CCCCC2)cc1OC
-30 | O=C(NCCCN1CCOCC1)c1csc2c1CCCC2
1[25 µM] | O=C(Nc1ccccc1)N1CCCCN2[C@H](CO)[C@@H](c3ccc(Br)cc3)[C@@H]2C1
2 | CN(CC(=O)Nc1cccc(F)c1)C(=O)c1ccccc1OCCOc1ccccc1
-14 | CN(C)C(CNC(=S)Nc1cccc(Cl)c1)c1ccccc1 (stereo unspecified)
-1[25 µM] | CS(=O)(=O)Nc1ccc2c(c1)[C@@H]1C[C@@H](CC(=O)NC3CCCC3)O[C@H](CO)[C@@H]1O2
13 | COc1ccccc1N(C)S(=O)(=O)c1ccc(Cl)c(C(=O)Nc2ccncc2)c1
1 | CCCc1nc2ccccc2c(=O)n1N
-53 | O=C(NC(c1cccnc1)C(F)(F)F)c1cc(COc2ccc3c(c2)CCCC3)on1 (stereo unspecified)
-41 | Cc1ccc(C(CNC(=O)c2ccco2)N2CCN(C)CC2)cc1 (stereo unspecified)
11[25 µM] | C/C=C/c1ccccc1[C@H]1[C@@H](CO)N(C(=O)Nc2cccc(F)c2)[C@H]1C#N
-13 | C[C@H](CO)N1C[C@H](C)[C@@H](CN(C)Cc2ccncc2)OCc2ccccc2-c2ccccc2C1=O
7 | N#C[C@@H]1[C@H](c2ccc(C3=CCCC3)cc2)[C@H](CO)N1C(=O)C1CCCC1
6 | CCNc1ccc(S(=O)(=O)N2CCCCC2)cn1
-4[25 µM] | CN(C)C(=O)C[C@H]1C[C@@H]2c3cc(NC(=O)Nc4ccc(F)cc4)ccc3O[C@@H]2[C@H](CO)O1
4 | Cc1cc(C)c(OCC(=O)OCC(=O)N2c3ccccc3CC2C)c(C)c1 (stereo unspecified)
-6 | Cc1ccccc1N1CC(C(=O)Nc2ccc(S(=O)(=O)N3CCCC3)cc2)CC1=O (stereo unspecified)
-7 | N#C[C@@H]1[C@H](c2ccc(C#CC3CC3)cc2)[C@@H](CO)N1S(=O)(=O)c1ccccc1
-16 | Nn1c(SCC(=O)Nc2ccc(N3CCOCC3)cc2)nnc1-c1ccccc1F
-10 | CCS(=O)(=O)N1CCN(C(=O)COc2ccc(-c3ccccc3)cc2)CC1
-2[25 µM] | CO[C@H]1CN(C)C(=O)c2cc(NC(=O)Cc3ccccc3)ccc2OC[C@@H](C)N(C(=O)c2ccccc2F)C[C@H]1C
7 | O=C(NCCS(=O)(=O)N1CCN(c2ccccc2)CC1)c1ccc2c(c1)OCO2
11 | CCCC(=O)Nc1ccc(C(N)=O)cc1
18 | Cc1cc(C)cc(OCC(=O)OCc2cc([N+](=O)[O-])cc3c2OCOC3)c1
1 | CC(CCc1ccccc1)NC(=O)C1CCN(C(=O)c2sccc2-n2cccc2)CC1 (stereo unspecified)
-1 | Cc1cc(=O)oc2cc(OC(C)C(=O)NCC3CCCO3)ccc12 (stereo unspecified)
1[25 µM] | C[C@@H]1CCCCO[C@H](CN(C)Cc2ccc(C(=O)O)cc2)[C@H](C)CN([C@H](C)CO)C(=O)c2cc(N(C)C)ccc2O1
23 | Cc1ccc(Cl)c(OC(=O)c2nn(C(C)C)c(=O)c3ccccc23)c1
8 | O=C(O)c1c[nH]c2ccc(S(=O)(=O)N3CCOCC3)cc12
11 | Cc1cccc(NC(=O)CCC(=O)N/N=C/c2ccncc2)c1
7 | CCCS(=O)(=O)NC(=O)C1(C)CCCN(C(=O)/C=C/c2ccccc2)C1 (stereo unspecified)
-3[25 µM] | CC(C)SC(=N)N
-12[25 µM] | COCC(=O)N1[C@H](C#N)[C@H](c2ccc(-c3cccc(F)c3)cc2)[C@@H]1CO
5 | CC1C2=C(CC(C)(C)CC2=O)NC2=C1C(=O)CC(C)(C)C2

The results go on.
BL2 CD40 inh | canonical_smiles
2 | O=C1NCCN1C(=O)c1ccco1
9 | COc1cc(C(=O)O)nc(OC)n1
-1 | O=C(NNC(=O)c1cccs1)c1csc(N2CCOCC2)n1
1 | Cc1cc(C(=O)OCC(=O)Nc2ccc(S(=O)(=O)N3CCOCC3)cc2)c(C)o1
1 | CN(CC1COc2ccccc2O1)C(=O)c1cccc(S(=O)(=O)N2CCCC2)c1 (stereo unspecified)
6 | O=C(CN1CCN(S(=O)(=O)c2ccccc2)CC1)Nc1ccc(Cl)cn1
3 | CC(C)CCNC(=O)NC(=O)COC(=O)CNC(=O)C1CCCCC1
9 | COc1ccc2cc(C3(C)NC(=O)NC3=O)ccc2c1 (stereo unspecified)
-41 | O=C(CCCN1C(=O)/C(=C/c2ccccc2OC(F)F)SC1=S)Nc1cccnc1
-11 | COC(c1ccccc1)c1nnc(CCC(=O)N2CCCCCCC2)o1 (stereo unspecified)
-6[25 µM] | COc1cccc(S(=O)(=O)N2[C@@H]3CNC[C@H]2C3c2ccc(-c3ccc(C(=O)N(C)C)cc3)cc2)c1 (stereo partly specified)
6 | O=C(c1ccco1)N1CCN(C(=O)C23CC4CC(CC(C4)C2)C3)CC1
-15 | Cn1c(SCC(=O)c2ccc(F)cc2)ncc(C(=O)Nc2ccccc2)c1=O
-7 | CCOCCSc1nnc2nc(C)cc(C)n12
0 | CCOC(=O)c1c(C)[nH]c(C(C)=O)c1C
-4 | COc1ccc(CCN2CC(C(=O)NCCCc3ccncc3)CCC2=O)cc1 (stereo unspecified)
10 | CCOc1ccc2[nH]c(C)c(CN(C)C)c(=O)c2c1
-10 | O=C(COC(=O)c1ccc(O)cc1)Nc1ccc(S(=O)(=O)N2CCOCC2)cc1
10[25 µM] | C[C@@H]1CCCCO[C@@H](CN(C)Cc2ccc(C(F)(F)F)cc2)[C@H](C)CN([C@@H](C)CO)C(=O)c2cc(NC(=O)Nc3cccc4ccccc34)ccc2O1
-38 | CS(=O)(=O)c1ccc2nc(NC(=O)c3cc4ccccc4o3)sc2c1
2 | COc1ccc(NC2CCCN(C(=O)C3=NN(C)C(=O)CC3)C2)cc1OC (stereo unspecified)
-4 | C[C@@H]1CN([C@@H](C)CO)C(=O)Cc2cc(NC(=O)Nc3ccc(C(F)(F)F)cc3)ccc2O[C@H]1CN(C)Cc1ccccc1
26 | CC(=NNC(=S)N1CC2CCC(CC2)C1)c1cnccn1
3 | O=C(Nc1cccc(C(F)(F)F)c1)OCc1ccncc1
-5 | O=C(C1CC1)N1CCc2cc(S(=O)(=O)NCc3ccccc3)ccc21
-12 | COc1ccc(NC(=O)COC(=O)Cn2cnc3ccccc32)cc1
23 | Cc1ccnc(NS(=O)(=O)c2ccc(NS(=O)(=O)Cc3ccccc3)cc2)n1
6 | C/C=C/c1ccc([C@H]2[C@@H](CO)N(Cc3ccccn3)[C@H]2CNC(C)=O)cc1
46 | O=C(Cc1ccc(Cl)cc1)N/N=C/c1ccc(O)c(O)c1
4 | CN(CC(=O)NC1CCCCCCC1)S(=O)(=O)c1cccc2cccnc12

Reprinted from above, 16 compounds:
BL2 CD40 inh | canonical_smiles
6 | O=C(CN1CCN(S(=O)(=O)c2ccccc2)CC1)Nc1ccc(Cl)cn1
3 | CC(C)CCNC(=O)NC(=O)COC(=O)CNC(=O)C1CCCCC1
9 | COc1ccc2cc(C3(C)NC(=O)NC3=O)ccc2c1 (stereo unspecified)
-41 | O=C(CCCN1C(=O)/C(=C/c2ccccc2OC(F)F)SC1=S)Nc1cccnc1
-11 | COC(c1ccccc1)c1nnc(CCC(=O)N2CCCCCCC2)o1 (stereo unspecified)
-6[25 µM] | COc1cccc(S(=O)(=O)N2[C@@H]3CNC[C@H]2C3c2ccc(-c3ccc(C(=O)N(C)C)cc3)cc2)c1 (stereo partly specified)
6 | O=C(c1ccco1)N1CCN(C(=O)C23CC4CC(CC(C4)C2)C3)CC1
-15 | Cn1c(SCC(=O)c2ccc(F)cc2)ncc(C(=O)Nc2ccccc2)c1=O
-7 | CCOCCSc1nnc2nc(C)cc(C)n12
0 | CCOC(=O)c1c(C)[nH]c(C(C)=O)c1C
-4 | COc1ccc(CCN2CC(C(=O)NCCCc3ccncc3)CCC2=O)cc1 (stereo unspecified)
10 | CCOc1ccc2[nH]c(C)c(CN(C)C)c(=O)c2c1
-10 | O=C(COC(=O)c1ccc(O)cc1)Nc1ccc(S(=O)(=O)N2CCOCC2)cc1
10[25 µM] | C[C@@H]1CCCCO[C@@H](CN(C)Cc2ccc(C(F)(F)F)cc2)[C@H](C)CN([C@@H](C)CO)C(=O)c2cc(NC(=O)Nc3cccc4ccccc34)ccc2O1
-38 | CS(=O)(=O)c1ccc2nc(NC(=O)c3cc4ccccc4o3)sc2c1
2 | COc1ccc(NC2CCCN(C(=O)C3=NN(C)C(=O)CC3)C2)cc1OC (stereo unspecified)

Further results follow:
BL2 CD40 inh | canonical_smiles
-19 | COc1ccc(C2=NOC(C(=O)Nc3ccc4c(c3)OCO4)C2)cc1 (stereo unspecified)
11 | CCOc1ccc(NC(=O)CSc2nnc(C3CC3)n2C)cc1S(=O)(=O)N1CCCCC1
-1 | COc1cccc(C(=O)Nc2ccc3c(c2)OC[C@H](C)N(C(=O)C2CCCC2)C[C@@H](C)[C@H](OC)CN(C)C3=O)c1
13 | O=C(Nc1cccc(-c2nc3ncccc3o2)c1)c1cc2ccccc2o1
1 | O=C1c2ccccc2N2C(=O)c3ccccc3[C@H]2N1c1ccccc1
18 | CCOc1cc(S(=O)(=O)N2CCN(c3ccc(F)cc3)CC2)c(OCC)cc1-n1cnnn1
6 | O=S(=O)(/N=C(/Nc1cccnc1Cl)c1ccccc1)c1ccccc1
-35 | COc1cccc(C(=O)Nc2cnn(C(C)C)c2)c1
8 | O=C(Nc1ccccc1N1CCCC1)c1cc(=O)[nH]c2ccccc12
-42 | COc1ccccc1CN1CC(C(=O)N2CCC(C(=O)c3ccccc3)CC2)CCC1=O (stereo unspecified)
-14[25 µM] | CCS(=O)(=O)Nc1ccc2c(c1)C(=O)N(C)[C@@H]1CC[C@H](CC(=O)NC3CCCCC3)O[C@H]1CO2
-2 | COC(=O)C=CSC(=S)C1CCCC1=N (stereo unspecified)
6 | CC(=O)N1CC(C)Sc2ccc(S(=O)(=O)N3CCCCC3)cc21 (stereo unspecified)
11 | CCn1c(-c2ccsc2)nc2c1c(=O)[nH]c(=O)n2Cc1ccccc1
39 | COc1ccc(-c2nn3c(-c4ccccc4)nnc3s2)cc1OC
-21 | Brc1ccc(-c2nnc3n2-c2ccccc2CC3)cc1
-39[25 µM] | O=C(c1cccnc1)N1CC[C@@H]2[C@H](CO)Nc3ccc(-c4cccc(F)c4)cc3[C@@H]21
7 | NC(=O)c1ccsc1NC(=O)COC(=O)[C@@H]1CCCN1C(=O)c1cccs1
1 | Cc1cccc(OCC(=O)Nc2ccc(N3CCCC3)cc2)c1C
0 | CCOc1ccccc1C(=O)NCC(=O)N(C)Cc1cccnc1
-7 | CC(=O)N1C[C@@H]2C(c3ccccc3)[C@H](C1)N2CC(F)(F)F (stereo partly specified)
14 | CCN(CC)C(=O)CSc1nnc(-c2ccco2)n1Cc1ccco1
0[25 µM] | CN1C(=O)c2cc(NC(=O)Nc3ccc(Cl)cc3)ccc2OC[C@@H]2O[C@H](CC(=O)NCCN3CCCCC3)CC[C@@H]21
5 | COc1ccc(C(=O)COC(=O)c2ccc(-n3cnnn3)cc2)c(OC)c1
14 | O=S(=O)(NCCCN1CCOCC1)c1ccc(F)c(Cl)c1
-61 | CCOCCCNC(=O)c1ccc2c(c1)OCO2
8 | CCOC(=O)c1c(CN2CCOCC2)n(-c2ccccc2)c2ccc(O)cc12
1 | O=S(=O)(NCCc1csc(-c2ccccc2)n1)c1ccc2c(c1)OCCO2
7 | COCc1c(C(=O)N/N=C(/C)c2ccccc2)nnn1-c1nonc1N
2 | CCNS(=O)(=O)c1ccc(OCCNS(C)(=O)=O)cc1

High-throughput results as filed in PubChem.
